# DENV2 CPE: protects cells from dengue virus 2 cytopathic effect; DENV2-infected cells, cytopathic effect rescue, plate reader; CPE inhibition, % at 9.99 µM; 350,000 compounds, 1.7% hits; AID 651640; in the data active = CPE inhibition above about 20%, passing the limit was not always enough; inconclusive = no clear call, values can overlap the other calls; tested in BHK-21 cells;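 also: 0% = median of neutral control wells and 100% = median of positive control wells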
# E-sel inducer: induces E-selectin expression in human endothelial cells; P16581; HUVEC E-selectin immunofluorescence imaging; normalized: neutral wells 0, TNF-alpha wells 100; activation, % at 7.58 µM; 260,000 compounds, 0.37% hits;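 active = mean E-selectin-positive cell signal at least 10% of the positive control, reached in at least 60% of replicates, without over 20% cell loss; inconclusive = no rule given, readout overlaps actives, possibly toxicity-flagged; inactive = the rest, including those meeting only one limit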;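 also: in these data hits start at about 27%; measured in HUVEC primary endothelial cells; signal is the percent of cells scored E-selectin positive by PE staining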
#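 System: HUVEC, human umbilical vein endothelial cells; quantity: 3,000 cells/well; buffer or medium: EGM-2 medium, gelatin-coated wells; dosing: single-point compound dose; detection: immunofluorescence imaging; evaluation: % PE-positive cells; benchmarks: TNF-alpha, DMSO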
# ERp5 inh: ERp5 (human) disulfide isomerase inhibition. Q15084. ERp5 insulin aggregation, absorbance 650 nm, 90 min. inhibition, % at 9.99 µM. 350,000 compounds, 0.05% hits. AID 651711;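 active = mean replicate inhibition above about 25%, with every replicate also reaching it, limit read from the data, passing the limit was not always enough; inconclusive = only one of those two criteria met; inactive = neither criterion met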
# Target sequence (Q15084 whole entry, looked up): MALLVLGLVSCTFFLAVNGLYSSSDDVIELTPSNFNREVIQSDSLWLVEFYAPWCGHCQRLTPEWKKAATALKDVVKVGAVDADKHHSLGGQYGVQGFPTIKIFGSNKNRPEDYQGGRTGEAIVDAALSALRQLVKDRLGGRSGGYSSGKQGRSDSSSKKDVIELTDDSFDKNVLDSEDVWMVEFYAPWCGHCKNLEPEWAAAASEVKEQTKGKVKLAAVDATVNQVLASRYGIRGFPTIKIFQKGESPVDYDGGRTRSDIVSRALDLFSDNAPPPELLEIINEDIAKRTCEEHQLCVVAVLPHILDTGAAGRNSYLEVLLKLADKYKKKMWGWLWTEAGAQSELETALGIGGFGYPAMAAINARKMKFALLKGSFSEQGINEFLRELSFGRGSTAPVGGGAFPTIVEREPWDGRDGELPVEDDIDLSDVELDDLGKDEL
# C2C12 statin: suppressors of simvastatin-induced myotoxicity in C2C12 myotubes | ATP luminescence, 48 h; scaled: DMSO 0, geranylgeraniol control 100 | rescue of ATP level, % at 7.49 µM | 330,000 compounds, 0.78% hits | AID 602340;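 active = mean ATP rescue above about 67%, or every replicate alone reaching that limit, limit read from the data, passing the limit was not always enough; inconclusive = no clear call, values can overlap the other calls; inactive = mean under the limit and some replicate under it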;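 also: myotubes were challenged with 10 µM simvastatin during compound exposure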
# SIRT5 block: inhibitors of human sirtuin-5 desuccinylase; Purified SirT5, succinyl-peptide AMC, trypsin-coupled fluorescence; Q9NXA8; 330,000 compounds, 1.1% hits; inhibition, % at 15 µM; in the data active = inhibition above about 15%; inconclusive = no clear call, values can overlap the other calls
# Target sequence (Q9NXA8 whole entry, looked up): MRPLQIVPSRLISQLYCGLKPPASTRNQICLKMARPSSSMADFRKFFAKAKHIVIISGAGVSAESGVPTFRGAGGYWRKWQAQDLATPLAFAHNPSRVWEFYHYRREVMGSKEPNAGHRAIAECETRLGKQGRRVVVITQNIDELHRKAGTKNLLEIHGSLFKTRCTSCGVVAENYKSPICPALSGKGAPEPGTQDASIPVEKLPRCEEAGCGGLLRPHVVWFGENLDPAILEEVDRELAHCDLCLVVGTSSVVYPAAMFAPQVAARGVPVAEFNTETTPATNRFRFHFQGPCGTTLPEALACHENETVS
# PglD inh: PglD (C. jejuni) enzyme inhibition | purified PglD enzyme, DTNB colorimetric CoA detection | inhibition, % at 12.5 µM | 360,000 compounds, 0.098% hits | AID 602405; in the data active = inhibition above about 16%, passing the limit was not always enough; inconclusive = no clear call, values can overlap the other calls; also: strong numbers were not always called active
# S100A4 inh HTS: S100A4-myosin IIA interaction inhibition; P26447; S100A4/TAMRA-MyoIIA peptide fluorescence polarization; inhibition, % at 10.7 µM; 360,000 compounds, 0.14% hits; AID 652163;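 active = mean inhibition of at least 70% across replicates, with every replicate also reaching that level; inconclusive = mean inhibition reaches 70% but some replicates fall short; inactive = mean inhibition below 70%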
# Target sequence (P26447 whole entry, looked up): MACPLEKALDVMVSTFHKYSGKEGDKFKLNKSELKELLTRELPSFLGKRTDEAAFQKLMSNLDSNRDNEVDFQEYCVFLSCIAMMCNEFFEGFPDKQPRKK
#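 assay system = human S100A4 monomer with TAMRA-labelled myosin IIA peptide | also added = labelled myosin peptide probe, 5 nM | incubation = 5 min between mix addition and reading | control set = DMSO and TFP controls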
# The depositor's hits bear a star; ? = inconclusive; nt = no result given. The list is partial; rates above refer to the full screens.
# The line under a structure holds: DENV2 CPE, E-sel inducer, ERp5 inh, C2C12 statin, SIRT5 block, PglD inh, S100A4 inh HTS
[1] Cc1cc(C)n2nc(SCc3ccc(C#N)cc3)nc2n1
  5, -0.1, -1, 4, -4, -2, 3
[2] O=C(COC(=O)Cc1ccc(Br)cc1)NC1CC1
  1, -0.1, -3, 13, 1, 6, -2
[3] Cc1ccccc1CN(C)C[C@H]1OCc2cnnn2CCCC(=O)N([C@H](C)CO)C[C@@H]1C
  6, nt, 4, 7, -3, -1, 2
[4] OCCCNc1ncnc2[nH]ncc12
  -1, -0.3, 10, 14, -7, 3, -30
[5] COc1cccc(S(=O)(=O)N2C[C@@H](O)COC[C@H]3O[C@@H](CC(=O)N4CCN(C)CC4)CC[C@@H]32)c1
  12, 0.0, -7, -7, 1, 1, -31
[6] COc1ccc(/C=C/C(=O)OCC(=O)c2c(N)n(C)c(=O)n(C)c2=O)c(OC)c1
  -4, 0.2, -3, 3, -1, 2, 4
[7] COc1ccc(NC(=O)N(C)C[C@H]2OCCCC[C@H](C)Oc3ccc(NC(=O)c4ccccc4)cc3C(=O)N([C@@H](C)CO)C[C@H]2C)cc1
  1, -0.2, 6, nt, -1, nt, -2
[8] O=C(N[C@H]1C=C[C@@H](CC(=O)N2CCc3ccccc3C2)O[C@@H]1CO)C1CCOCC1
  14, -0.1, 1, nt, 0, nt, 0
[9] COc1ccc(-c2cnc3c(c2)C(=O)N([C@H](C)CO)C[C@@H](C)[C@H](CN(C)C(=O)CN(C)C)O3)cc1
  -9, 0.8, -6, 21, 0, -7, 10
[10] O=C(c1ccc(F)cc1)N1CCN2C(=O)c3ccccc3C12c1ccc(Cl)cc1 (stereo not drawn)
  -8, 1.5, 4, nt, -1, nt, 1
[11] COc1ccc(CN(C)C[C@H]2OCCCC[C@H](C)Oc3ccc(NS(=O)(=O)c4c(C)noc4C)cc3C(=O)N([C@@H](C)CO)C[C@@H]2C)cc1
  6, 0.3, nt, nt, nt, 4, nt
[12] C[C@@H]1CN([C@@H](C)CO)C(=O)c2cccc(NS(=O)(=O)c3cccs3)c2O[C@@H]1CN(C)Cc1ccc(Oc2ccccc2)cc1
  -4, -0.3, -3, 40, -1, -4, -4
[13] O=c1c2[nH]c3ccc(F)cc3c2ncn1Cc1ccncc1
  0, 0.2, -1, -5, 3, 3, 15
[14] Cc1ccc(C(=O)C[n+]2ccccc2C)cc1[N+](=O)[O-]
  3, 2.3, 1, 0, -1, 0, -5
[15] CCOC(=O)c1c(-c2ccc(C)o2)csc1NC(=S)NC(=O)c1cccs1
  nt, nt, 4, 16, 2, -6, 1
[16] CCC(=O)N1CC(=O)N2[C@H](C1)[C@H](c1ccc(C#CCc3ccccc3)cc1)[C@@H]2CO
  11, -0.1, 6, nt, -1, nt, -39
[17] CN(C)CC#Cc1ccc([C@@H]2[C@@H](CO)N3C(=O)CN(C(=O)CN(C)C)C[C@H]23)cc1
  -2, -0.1, 1, nt, 0, nt, 0
[18] C[C@@H]1CN([C@@H](C)CO)C(=O)c2cc(NC(=O)Nc3ccc4c(c3)OCO4)ccc2O[C@@H](C)CCCCO[C@H]1CN(C)C(=O)Nc1cccc2ccccc12
  -6, -0.2, -3, 8, 6, -2, -4
[19] Cc1noc(C)c1NC(=O)N[C@@H]1C=C[C@@H](CC(=O)Nc2ccccc2)O[C@@H]1CO
  -1, 0.1, -3, 5, 0, -1, -1
[20] Cc1ccc(N2CCN(C(=O)c3ccccc3)CC2)c(C)c1
  2, nt, 4, 2, -4, -3, -2
[21] CC(C)NC(=O)Cn1cc(C(=O)C(=O)N2CCOCC2)c2ccccc21
  0, -0.3, 2, -10, -3, 7, 10
[22] CN(C)CC(=O)N1CCCCN2[C@H](CO)[C@H](c3ccc(-c4cccc(C(=O)N(C)C)c4)cc3)[C@@H]2C1
  -7, 0.7, -1, 19, 1, 2, -37
[23] CC(=O)NC[C@H]1[C@H](c2ccc(C3=CCCC3)cc2)[C@@H](CO)N1Cc1cccnc1
  nt, 0.1, 1, 10, nt, -1, nt
[24] CCN(CC)CCOC(=O)c1ccc(N=CC2=C(O)CC(C)(C)CC2=O)cc1
  -3, 1.2, -3, nt, 0, nt, -4
[25] O=C(NC1CCC(c2ccccc2)CC1)c1cccnc1 (stereo not drawn)
  -6, -0.2, -2, nt, 6, nt, 1
[26] CCCN1C[C@H](C)[C@@H](OC)CN(C)C(=O)c2ccc(NC(=O)C3CC3)cc2OC[C@@H]1C
  -2, -0.1, 3, 1, 1, -2, 0
[27] Cc1ccc(NC(=O)c2ccc3c(c2)OCCO3)nc1
  1, nt, -2, -5, 0, 2, -3
[28] COc1ccccc1-c1ccc(SCc2cccc(C)c2)nn1
  nt, -0.6, -6, nt, 0, nt, 2
[29] N#Cc1ccccc1S(=O)(=O)N1CCN(C(=O)CCC2CCCC2)CC1
  9, 0.3, -30, 3, 0, -8, 22
[30] COc1ccc(-c2nc3ccc(C)cn3c2Cc2ccsc2)cc1OC
  3, 0.0, 2, -11, -1, 2, -3

# In a second layout: results already given
4) OCCCNc1ncnc2[nH]ncc12
5) COc1cccc(S(=O)(=O)N2C[C@@H](O)COC[C@H]3O[C@@H](CC(=O)N4CCN(C)CC4)CC[C@@H]32)c1
6) COc1ccc(/C=C/C(=O)OCC(=O)c2c(N)n(C)c(=O)n(C)c2=O)c(OC)c1
7) COc1ccc(NC(=O)N(C)C[C@H]2OCCCC[C@H](C)Oc3ccc(NC(=O)c4ccccc4)cc3C(=O)N([C@@H](C)CO)C[C@H]2C)cc1
8) O=C(N[C@H]1C=C[C@@H](CC(=O)N2CCc3ccccc3C2)O[C@@H]1CO)C1CCOCC1
9) COc1ccc(-c2cnc3c(c2)C(=O)N([C@H](C)CO)C[C@@H](C)[C@H](CN(C)C(=O)CN(C)C)O3)cc1
10) O=C(c1ccc(F)cc1)N1CCN2C(=O)c3ccccc3C12c1ccc(Cl)cc1 (stereo not drawn)
compound no.	4	5	6	7	8	9	10
DENV2 CPE	-1	12	-4	1	14	-9	-8
E-sel inducer	-0.3	0.0	0.2	-0.2	-0.1	0.8	1.5
ERp5 inh	10	-7	-3	6	1	-6	4
C2C12 statin	14	-7	3	nt	nt	21	nt
SIRT5 block	-7	1	-1	-1	0	0	-1
PglD inh	3	1	2	nt	nt	-7	nt
S100A4 inh HTS	-30	-31	4	-2	0	10	1

# Carrying on:
# The line under a structure holds: DENV2 CPE, E-sel inducer, ERp5 inh, C2C12 statin, SIRT5 block, PglD inh, S100A4 inh HTS
[31] COCCCNc1c2c(nc3nnnn13)CCCC2
  nt, 0.5, 2, nt, -2, nt, 2
[32] COC(=O)c1cc2c(c3c4cc(C)ccc4n(S(=O)(=O)c4ccc(OC)cc4)c13)C(=O)N(C)C2
  8, -0.3, -2, nt, nt, nt, 5
[33] Cc1ccc(C(=O)O/N=C(\N)c2cccnc2)cc1[N+](=O)[O-]
  3, 1.5, 2, nt, -11, nt, 1
[34] CNC[C@H]1OCCCC[C@H](C)Oc2ccc(NS(=O)(=O)c3ccc(F)cc3)cc2C(=O)N([C@H](C)CO)C[C@H]1C
  -2, 0.4, 1, 22, -1, 2, -3
[35] CCc1ccc(NC(=O)CCc2ccc(C)o2)cc1
  4, nt, 1, 8, -4, 4, -5
[36] Nc1ccccc1Oc1ncc(C(F)(F)F)cc1Cl
  nt, nt, 3, 20, -5, 1, 4
[37] Cc1cccc(C)c1NC(=O)CN(C)C(=O)c1ccc(NS(=O)(=O)c2ccc3[nH]c(=O)[nH]c3c2)cc1
  -5, 0.1, 3, 8, 0, 5, -4
[38] COC(=O)C1=C(C)N(Cc2ccccc2C(F)(F)F)C(=NCc2ccc3c(c2)OCO3)NC1c1cccc(Cl)c1 (stereo not drawn)
  -1, 0.6, 1, nt, 1, nt, -24
[39] O=C(Oc1ccc(NC(=O)c2cc3c(cc2Br)OCO3)cc1)c1ccccc1
  -2, 0.0, -4, -3, -1, -2, -2
[40] CN(Cc1ccccc1)C(=O)C1CCN(S(=O)(=O)c2ccc(-n3cnnn3)cc2)CC1
  2, 0.0, 0, -9, nt, 3, -5
[41] COc1ccc(SCc2noc(C(=O)NCC3CCCO3)c2C(=O)O)cc1 (stereo not drawn)
  -6, 0.2, 6, 26, -3, 0, 2
[42] Cc1cc(NC(=O)C(C)SCC(=O)OC(C)C(=O)Nc2ccccc2C)no1 (stereo not drawn)
  -2, -0.3, 2, 4, -3, 11, 0
[43] C#CCNC(=O)C[C@H]1C[C@@]2(C(=O)OC)C(=C[C@H](C3CCCC3)O[C@@H]2C)N(CCCCCCCC)C1=O
  -7, -0.2, 3, nt, nt, nt, 11
[44] COc1ccc(C2(c3ccc(OC)cc3)NC(=O)N(CC(=O)Nc3ccc(C(=O)N(C)C)cc3)C2=O)cc1
  -1, 0.0, 0, -7, 5, -3, -6
[45] O=C(C[C@@H]1CC[C@H]2[C@@H](COC[C@H](O)CN2Cc2cccc(Cl)c2)O1)Nc1nccs1
  ?, 0.1, -2, 56, 13, 1, -5
[46] CCN(Cc1ccncc1)C(=O)c1ccc2c(c1)S(=O)(=O)c1ccccc1C2=O
  nt, 2.6, 11, nt, -6, nt, 2
[47] CCOC(=O)c1ccc(S(=O)(=O)NCCN(CC)CC)cc1
  -1, 0.6, 2, 9, 0, nt, -4
[48] O=S(=O)([O-])CCC[n+]1ccc(Oc2ccccc2)cc1
  -2, -0.1, 5, 2, 0, -5, 0
[49] CC1(C(=O)Nc2ccc3c(c2)OCCO3)CCN1Cc1ccc2ccccc2c1 (stereo not drawn)
  ?, 0.0, -1, 4, 5, -4, -6
[50] C[C@@H]1CN([C@H](C)CO)C(=O)c2cc(NC(=O)Cn3cnnn3)ccc2O[C@@H]1CN(C)CC1CCCCC1
  9, -0.2, -2, 12, -1, 0, 19
[51] Cc1ccc(OCc2cc(C(=O)N(C)Cc3cc(C4CC4)n[nH]3)no2)cc1C
  -5, 2.2, -5, 10, -2, 2, -2
[52] O=C(NCCN1CCN(C(=O)c2ccc(Br)cc2)CC1)c1ccc(Br)cc1
  13, 0.4, -9, 5, -5, 4, -1
[53] Cc1cc(F)ccc1N1CCC(N2CCN(CCC(C)C)C(CCO)C2)CC1 (stereo not drawn)
  nt, -1.7, 3, nt, nt, nt, -1
[54] O=C(Nc1ccsc1C(=O)O)c1cccc(C(F)(F)F)c1
  19, 0.2, 0, nt, 7, nt, -4
[55] O=C(CC(=O)N/N=C/c1ccc(C(=O)O)cc1)NCCc1ccccc1
  -2, 0.7, 1, -8, -3, 0, -7
[56] COc1cccc(CNc2nc3ccc(C)cc3n3cnnc23)c1
  -2, 0.0, -1, 4, -9, -5, 3
[57] CN(C)c1ccc(N2[C@@H](CC(=O)O)c3cc(C(F)(F)F)ccc3S2(=O)=O)cc1
  2, -0.2, 6, -23, 2, 2, -2
[58] C[C@@H]1CCCCO[C@H](CN(C)Cc2ccccc2)[C@@H](C)CN([C@H](C)CO)C(=O)c2cc(NC(=O)CCC(F)(F)F)ccc2O1
  -3, 0.3, -1, 57, 1, 1, -6
[59] C[C@@H]1CN([C@H](C)CO)S(=O)(=O)c2ccc(-c3ccc(C(=O)N(C)C)cc3)cc2O[C@@H]1CN(C)C(=O)C1CCOCC1
  ?, 0.0, -2, 12, 7, -4, -4
[60] O=C(Nc1cccc(-c2cccc(F)c2)c1)C1CCN(Cc2ccco2)CC1
  -3, -0.4, -1, -20, -3, 1, 9

# Bioassay records (PubChem)
